Screens deposited in PubChem by National Center for Advancing Translational Sciences (NCATS).
Tau ThT inhib: qHTS for Inhibitors of Tau Fibril Formation, Thioflavin T Binding; Potency, µM (highest dose often 57.4 µM), without a hit: at the top dose activity, negative = inhibition, usual class: inhibitors; recombinant tau K18 P301L, heparin-induced fibrillization, ThT fluorescence; Microtubule-associated protein tau (Homo sapiens), P10636; AID 1460, 2008; 270,000 compounds, 2.1% hits; note: % is set by controls: 0 for no effect and ±100 for the full control effect; nearly all actives have a fitted effect of over 55% in size
Target sequence (P10636 561-689 P618L limits assumed): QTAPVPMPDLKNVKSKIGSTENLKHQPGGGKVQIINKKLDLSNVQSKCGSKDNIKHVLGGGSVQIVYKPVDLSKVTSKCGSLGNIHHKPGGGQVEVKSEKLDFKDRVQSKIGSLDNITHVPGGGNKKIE
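Tau K18 P301L fragment (15 uM unlabeled plus 0.24 uM Alexa 594-labeled) in 100 mM sodium acetate pH 7 with compound, fibrillization induced by 20 uM heparin for 6 hr at 37 C. Thioflavin T (30 uM) added, fluorescence read after 1 hr (ex 450, em 510 nm).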
ALDH1A1 inh: qHTS Assay for Inhibitors of Aldehyde Dehydrogenase 1 (ALDH1A1); Aldehyde dehydrogenase 1A1 (Homo sapiens), P00352; Purified ALDH1A1, NADH fluorescence, propionaldehyde substrate; Potency, µM (top dose mostly 75.3 µM), inactives show at the highest dose activity, negative = inhibition, usual class: inhibitors; 220,000 compounds, 7.3% hits; AID 1030, 2008; active = well fitted inhibition curve with a large enough effect, not every such curve was filed as active; inconclusive = small, poorly fitted or top-dose-only effect, or another doubt; inactive = no such curve, though single readings can be large or run the other way;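 note: plate controls were no enzyme wells and a reference inhibitor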
Target sequence (P00352 whole entry, looked up): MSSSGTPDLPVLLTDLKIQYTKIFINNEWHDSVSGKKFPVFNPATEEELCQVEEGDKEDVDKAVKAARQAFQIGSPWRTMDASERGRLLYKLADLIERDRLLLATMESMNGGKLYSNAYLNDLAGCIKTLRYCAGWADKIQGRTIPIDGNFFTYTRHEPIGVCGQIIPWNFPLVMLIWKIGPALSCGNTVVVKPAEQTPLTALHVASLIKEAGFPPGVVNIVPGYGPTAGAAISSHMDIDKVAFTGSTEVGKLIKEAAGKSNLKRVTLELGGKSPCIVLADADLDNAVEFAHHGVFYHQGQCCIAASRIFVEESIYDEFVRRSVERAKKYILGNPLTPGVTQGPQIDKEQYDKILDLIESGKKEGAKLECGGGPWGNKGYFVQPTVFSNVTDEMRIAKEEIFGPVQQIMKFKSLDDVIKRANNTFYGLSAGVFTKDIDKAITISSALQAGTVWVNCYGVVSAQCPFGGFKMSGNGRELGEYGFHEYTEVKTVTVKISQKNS
KDM4E inh: qHTS Assay for Inhibitors of Human Jumonji Domain Containing 2E (JMJD2E) | JMJD2E catalytic domain, FDH-coupled NADH fluorescence (FDH is formaldehyde dehydrogenase) | Potency, µM (series often up to 57.1 µM), for the others: at the highest dose activity change, negative = inhibition, most hits filed as inhibitors | Lysine-specific demethylase 4E (Homo sapiens), B2RXH2 | 230,000 compounds, 1.6% hits; active = well fitted inhibition curve with a large enough effect, not every such curve was filed as active; inconclusive = small, poorly fitted or top-dose-only effect, or another doubt; inactive = no such curve, though single readings can be large or run the other way;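 note: 0% = wells with enzyme and -100% = buffer wells without enzyme; nearly all actives have a fitted effect of over 50% in size; many of its hits are not listed in these tables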
Target sequence (B2RXH2 1-337 limits assumed): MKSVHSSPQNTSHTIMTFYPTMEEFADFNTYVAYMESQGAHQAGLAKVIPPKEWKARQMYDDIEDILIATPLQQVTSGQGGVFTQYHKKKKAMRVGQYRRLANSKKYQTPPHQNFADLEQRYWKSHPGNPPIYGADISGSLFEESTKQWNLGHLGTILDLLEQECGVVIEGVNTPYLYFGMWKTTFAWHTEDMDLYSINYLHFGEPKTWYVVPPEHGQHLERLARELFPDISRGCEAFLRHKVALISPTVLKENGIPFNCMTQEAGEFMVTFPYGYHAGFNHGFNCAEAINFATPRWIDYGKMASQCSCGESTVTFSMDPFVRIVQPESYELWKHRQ
HTT cytoprotect: qHTS Multiplex Assay to Identify Dual Action Probes in a Cell Model of Huntington: Cytoprotection (ATP); PC12 HTT-Q103 induced, cytoprotection, ATP luminescence, 40 h; Potency, µM (titrated, usually from 56.4 µM), without a hit: cytoprotection (ATP increase), most hits filed as activators; 230,000 compounds, 0.14% hits;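 note: % of control where 0% means no effect; nearly all actives have a fitted effect of over 45% in size; toxic huntingtin expression switched on by the ecdysone agonist tebufenozide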
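Readout: ATPlite luminescence (ATP level). Model: stable PC12, inducible Htt exon1 Q103-GFP. Inducer: tebufenozide, 100 nM final. Compounds: dose series. No G418 in medium.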
HttQ103 aggreg: qHTS Multiplex Assay to Identify Dual Action Probes in a Cell Model of Huntington: Aggregate Formation (GFP); Potency, µM (doses to about 46.1 µM), for the others: at the highest dose activity change, negative = inhibition, actives largely listed as inhibitors; PC12 HttQ103-GFP aggregates, Acumen cytometry, 40 h; AID 1688, 2009; 220,000 compounds, 1.1% hits; note: % is set by controls: 0 for no effect and ±100 for the full control effect; nearly all actives have a fitted effect of over 60% in size
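Huntingtin Q103 exon 1–GFP aggregates in induced PC12 cells (100 nM tebufenozide) were quantified by cytometry from lysates, with compounds dosed in titration.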
Tau fluor cs: Counterscreen qHTS for Inhibitors of Tau Fibril Formation, Fluorescence Polarization. 280,000 compounds, 0.93% hits. Potency, µM (doses to about 57.7 µM), without a hit: top-dose activity change, negative = decrease. tau K18 P301L Alexa594 fluorescence, heparin fibrillization; note: % is set by controls: 0 for no effect and ±100 for the full control effect; nearly all actives have a fitted effect of over 55% in size
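Human tau K18 P301L (15 uM unlabeled, 0.24 uM Alexa 594-labeled) in 100 mM sodium acetate pH 7 with 20 uM heparin, 6 hr at 37 C. ThT 30 uM added, 1 hr ambient; Alexa 594 FP and total fluorescence read at 555/632 nm.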
SMN2 splice enh: qHTS Assay for Enhancers of SMN2 Splice Variant Expression. HEK293 SMN2-luciferase splicing reporter, luminescence, 30-36 h. Potency, µM (top dose mostly 46.1 µM), for the others: at the highest dose activity change, positive = activation, most hits filed as activators. 210,000 compounds, 2.8% hits; note: % of control where 0% means no effect; nearly all actives have a fitted effect of over 55% in size
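HEK293 cells carry an SMN2 minigene-luciferase reporter in which exon 7 inclusion puts luciferase in frame. Cells were seeded at 2000 cells/well, attached for 10-12 hours, then exposed to compounds for 30-36 hours at 37C before ONE-Glo luminescence.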
Tau FP inhib: qHTS for Inhibitors of Tau Fibril Formation, Fluorescence Polarization | Potency, µM (titrated, usually from 57.7 µM), for the others: top-dose activity, negative = inhibition, usual class: inhibitors | Microtubule-associated protein tau (Homo sapiens), P10636 | 280,000 compounds, 0.39% hits | AID 1468, 2008 | K18 P301L tau heparin fibrillization, Alexa594 FP, 6 h; note: % is set by controls: 0 for no effect and ±100 for the full control effect; nearly all actives have a fitted effect of over 55% in size
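Compound effects on tau fibrillization are measured by Alexa 594 fluorescence polarization (ex 555, em 632 nm). K18 P301L tau is used at 15 uM with 0.24 uM labeled tracer, and 20 uM heparin induces aggregation over 6 hr at 37 C.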
Active calls of the source: *; ? = inconclusive; . = no result given; [ ] = another dose, or the depositor's remark. Unless noted, calls come from the whole dose curve; as a rule, active = well fitted curve in the direction sought with a large enough effect; inconclusive = small, poorly fitted or top-dose-only effect, or another doubt; inactive = no such curve, though single readings can be large; an effect the other way counts as inactive or inconclusive. Potency is the fitted concentration of half-maximal effect. Not all compounds are listed (hit frequency here may not be typical).

Each structure is followed by: Tau ThT inhib, ALDH1A1 inh, KDM4E inh, HTT cytoprotect, HttQ103 aggreg, Tau fluor cs, SMN2 splice enh, Tau FP inhib
C=CCOC(=O)C1=C(C)NC(=O)NC1c1ccc(Cl)cc1 (stereo not given)
→ -5%, 14%, 3%, -2%, -14%, -9%, -3%, 5%
Fc1ccc(C[n+]2csc3ccccc32)cc1
→ ?, 4µM*, ?, 28%, 2%, -21%, 2%, ?
Cc1ccc(-c2csc(N=C(N)N)n2)cc1
→ ?, 7%, 12%, 6%[10 µM], -13%[9.22 µM], -27%, ., 4%
COc1ccc(NC(=O)c2ccc(Br)o2)c([N+](=O)[O-])c1
→ ?, ?, -3%, -18%, 7%, -17%, 8%, 1%
COC(=O)c1ccccc1NC(=O)c1c(NC(=O)c2ccco2)sc2c1CCC(C(C)(C)C)C2 (stereo not given)
→ -12%, ., ., ., ., -18%, -6%, ?
COc1ccccc1NC(=O)CSc1nnnn1-c1ccc2c(c1)OCO2
→ -15%, -6%, 3%, -10%[1.9 µM], 6%, -21%, -36%[inhibitor], -6%
COC(=O)c1c(C)[nH]c(C(=O)/C=C/c2ccccc2Cl)c1C
→ -14%, ., 12%, -13%[10 µM], 0%[9.22 µM], 3%, ., 5%
CCN(CC)CC(O)Cn1c2ccccc2c2ccccc21 (stereo not given)
→ -10%, 6%, 3%, -8%, -13%, -10%, ., -5%
CC1CCN(C(=O)CSc2ccc(-c3ccc(F)cc3)nn2)CC1
→ -13%, -2%, -2%, -5%, -13%, -11%, -31%[inhibitor], 9%
COc1ccc(C2CC(=O)OC3=C2C(=O)CC(C)(C)C3)c(OC)c1 (stereo not given)
→ -1%, 1%, 6%, 5%[10 µM], -12%, 6%, -4%, 3%

Whole records as entered above. Order of values: Tau ThT inhib, ALDH1A1 inh, KDM4E inh, HTT cytoprotect, HttQ103 aggreg, Tau fluor cs, SMN2 splice enh, Tau FP inhib
COC(=O)c1ccccc1NC(=O)c1c(NC(=O)c2ccco2)sc2c1CCC(C(C)(C)C)C2 (stereo not given) is listed with -12%, ., ., ., ., -18%, -6%, ?
CC1CCN(C(=O)CSc2ccc(-c3ccc(F)cc3)nn2)CC1 is listed with -13%, -2%, -2%, -5%, -13%, -11%, -31%[inhibitor], 9%
Cc1ccc(-c2csc(N=C(N)N)n2)cc1 is listed with ?, 7%, 12%, 6%[10 µM], -13%[9.22 µM], -27%, ., 4%

Going on with the list:
Each structure is followed by: Tau ThT inhib, ALDH1A1 inh, KDM4E inh, HTT cytoprotect, HttQ103 aggreg, Tau fluor cs, SMN2 splice enh, Tau FP inhib
Cc1csc(NC(=O)c2cc3c(s2)CCCC3)n1
→ -1%, ?, -4%, 1%, 9%, -6%, ., 2%
Cc1nc(C(=O)NNC(=O)Nc2ccccc2)cs1
→ ., ., -1%, -9%[10 µM], -21%[9.22 µM], 10%, ., -3%
COc1cc2c(cc1OC)C(C(=O)N1CCN(c3ccccc3)CC1)C(c1cccs1)N(C)C2=O (stereo not given)
→ -10%, ?, -3%, 9%, -9%, -2%, 2%, 12%
COCCn1cnnc1SCC(=O)Nc1cc(OC)c([N+](=O)[O-])cc1C
→ -16%, -7%, 1%, -45%[inhibitor], 7%, -12%, 2%, -11%
CO/N=C1/[C@H]2O[C@@H]2[C@@H](O)[C@H]2[C@H]1CCn1c(=O)n(-c3ccccc3)c(=O)n12
→ 2%[11.5 µM], -6%[13.5 µM], ., 5%[10 µM], ., 3%[11.6 µM], ., 3%[11.6 µM]
CCOC(=O)c1ccc(NC(=S)NCCc2ccccc2)cc1
→ ?, ?, -28%, -28%, -28%, ?, ., 2%
O=S(=O)(Nc1nc2ccccc2nc1N1CCc2ccccc2C1)c1ccc(Br)cc1
→ ?, ?, ?, -38%[10 µM], 7.1µM*, -13%, ?, 9%
c1ccc(-c2nc(-c3cccnc3)n[nH]2)cc1
→ -2%, 1%, 12%, 2%[1.9 µM], 2%, 2%, ?, 9%
CCOC(=O)c1cc(NC(=O)c2ccc(C)cc2)c(=O)oc1-c1ccccc1
→ -4%, -6%, 10%, -6%, -9%, 1%, -28%, 2%
O=C(NCCc1ccccc1)c1ccc2nc(N3CCCCC3)sc2c1
→ -8%, ., ., ., ., -5%, 2%, -4%

Remaining list, next part:
SMILES | Tau ThT inhib | ALDH1A1 inh | KDM4E inh | HTT cytoprotect | HttQ103 aggreg | Tau fluor cs | SMN2 splice enh | Tau FP inhib
Cc1ccc(C)c(C2NC(=O)c3ccccc3N2)c1 (stereo not given) | -5% | . | ? | -33%[10 µM] | 4%[9.22 µM] | -2% | . | -2%
CCn1c(=O)cc(OCC(=O)N2CCCC2)c2ccccc21 | -3% | -13% | -6% | 1% | 17% | -1% | 14% | 4%
COc1ccc(-n2ncc3c(NCC(C)C)ncnc32)cc1 | -14% | ? | ? | -18%[10 µM] | -6% | -6% | 2µM* | 1%
CC(NC(=O)C1C2C=CC(C2)C1C(=O)O)c1ccccc1 (stereo not given) | -7% | 2% | 0% | 1% | 5% | -3% | 4% | -5%
OC(CN1C2=NCCCN2c2ccccc21)c1ccc2c(c1)OCO2 (stereo not given) | -10% | ? | 5% | 10% | -1% | -3% | 11% | -6%
COc1cc(OC)cc(C(=O)N[C@H](C(=O)OCC(=O)NC(=O)c2cccn2C)C(C)C)c1 | -8% | -10% | -7% | -28% | 1% | -11% | -2% | 6%
CNC(=S)N1CCN(c2ccccc2OC)CC1 | -18% | 31%[activator] | 6% | -9% | -3% | -1% | -3% | 6%
O=C1C(Br)=Cc2cccc3cccc1c23 | ? | . | -16% | -22%[10 µM] | -29%[9.22 µM] | ? | . | -5%
Cc1nc([N+](=O)[O-])cn1CC(O)c1ccccc1 (stereo not given) | -6% | . | -5% | 22%[10 µM] | 3%[9.22 µM] | -6% | . | 5%
CCSc1nc2c(c(=O)[nH]c(=O)n2C)n1CC(O)COc1ccc(Cl)cc1 (stereo not given) | 6% | . | . | . | . | 2% | -11% | -3%
CSC1=NCCN1C(=O)c1cccs1 | -14% | -6% | 1% | -1% | 16% | -10% | 14% | 11%
C=CCNC(=O)COc1ccc(Br)cc1Cl | 2% | 5% | 3% | -16% | -9% | 7% | ? | 0%
CCn1cc(/C=C(/C#N)S(=O)(=O)c2ccccc2)cn1 | 8% | ? | ? | -12%[0.074 µM] | -33% | 2% | -1% | -7%
O=C(CS(=O)(=O)c1cn(Cc2cccc(F)c2)c2ccccc12)N1CCOCC1 | -4% | 4% | 9% | -35% | 20% | -11% | -11% | -9%
COc1cc(NC(=O)c2ccc(Br)o2)c(C(=O)O)cc1OC | ? | ? | ? | 13% | -13% | -10% | 18% | -10%
Fc1cccc(F)c1/C=N/N1CCOCC1 | 3% | -4% | 4% | -5% | 1% | -3% | -14% | 3%
CCCCNC(=O)CSc1nc2cc3c(cc2c(=O)n1Cc1ccco1)OCO3 | -2% | ? | 6% | . | 0% | -4% | -18% | 3%
CCCOc1cccc(-c2cc(C(=O)NN)c3ccccc3n2)c1 | 0% | ? | 11µM* | . | ? | -7% | -83%[inhibitor] | 12%
CC1(C(=O)NC2CCCC2)CCC(=O)N1CCC1=CCCCC1 (stereo not given) | -3% | 6% | 1% | 8% | -7% | -5% | 7% | 1%
CCCCCCNC(=O)CCNC(=O)c1cc(OC)c(OC)c(OC)c1 | -7% | -6% | 4% | 2%[0.04 µM] | 11% | 0% | 8% | 1%
CCOc1cc(NC(=O)c2ccccn2)c(OCC)cc1NC(=O)c1ccc(OC)cc1 | ? | 4% | -9% | -33% | 6%[9.22 µM] | -25% | -2% | ?
N#CCSc1nc2c(c(=O)n1Cc1ccco1)C1(CCCC1)Cc1ccccc1-2 | -11% | -9% | ? | -19% | -10% | -22% | -26% | -4%
CC(N=c1ccccn1C(=O)Nc1cccc(C(F)(F)F)c1)c1ccco1 (stereo not given) | 5% | 5% | 9% | -3% | 3% | -14% | -16% | ?
CCOc1ccc(CNC(=O)C2CCN(c3nnc(-n4c(C)ccc4C)s3)CC2)cc1 | ? | . | . | . | . | -18% | -10% | -10%
CC(C)(C)C(=O)OCCNc1nc(-c2ccccc2)nc2ccccc12 | 0% | 14% | -5% | -1%[10 µM] | -8% | ? | -5% | ?
COc1ccc(-c2nn(-c3ccccc3)cc2C(=O)Nc2nccs2)cc1 | 2% | -4% | ? | -40%[inhibitor] | 18µM* | ? | -5% | 28µM*
COc1ccc(NC(=O)CC2C(=O)N(c3cccc(OC)c3)C(=O)N2CCC2=CCCCC2)cc1 (stereo not given) | 9% | . | . | . | . | ? | -30% | -2%

Taken from above:
SMN2 splice enh result of `COc1ccc(NC(=O)CC2C(=O)N(c3cccc(OC)c3)C(=O)N2CCC2=CCCCC2)cc1` (stereo not given) stands at -30%
Tau fluor cs result of `Cc1ccc(C)c(C2NC(=O)c3ccccc3N2)c1` (stereo not given) stands at -2%
HttQ103 aggreg result of `CC1(C(=O)NC2CCCC2)CCC(=O)N1CCC1=CCCCC1` (stereo not given) stands at -7%
